PAX8 inh HTS: inhibitors of PAX8 transcriptional activity in RMG-I cells. RMG-I TPO-luciferase reporter, SteadyGlo, 24 h. inhibition, % at 12.6 µM. 360,000 compounds, 1.2% hits;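 active means mean replicate inhibition at least 60% with every replicate also reaching 60%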;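 further: luciferase light reporting Pax8 driven TPO promoter activity; plate controls were median of neutral control wells for no effect and mitoxantrone controls for full effect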
S100A4 inh HTS: S100A4-myosin IIA interaction inhibition | P26447 | S100A4/TAMRA-MyoIIA peptide fluorescence polarization | inhibition, % at 10.7 µM | 360,000 compounds, 0.14% hits;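 active means mean inhibition of at least 70% across replicates, with every replicate also reaching that level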
Target sequence (P26447 whole entry, looked up): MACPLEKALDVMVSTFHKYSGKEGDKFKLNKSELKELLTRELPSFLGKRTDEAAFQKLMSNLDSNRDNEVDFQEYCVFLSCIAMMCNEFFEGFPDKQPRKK
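incubation = readout 5 min after mixing, signal stable up to 60 min | system = S100A4 monomer protein | buffer or medium = HEPES pH 7.2 with CaCl2, KCl, NaCl, DTT, Triton | benchmarks = neutral control DMSO, positive control TFP | also added = fluorescent myosin IIA peptide, 5 nM | compound dosing = one concentration per compound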
PglD inh: inhibitors of Campylobacter jejuni PglD acetyltransferase. inhibition, % at 12.5 µM. 360,000 compounds, 0.098% hits. purified PglD enzyme, DTNB colorimetric CoA detection; in the data active means inhibition above about 16%, passing the limit was not always enough; further: strong numbers were not always called active
EWS-Fli block: blocks EWS/Fli oncoprotein-driven transcription; 350,000 compounds, 0.67% hits; AID 651661; inhibition, % at 12.6 µM; A673 NR0B1-luciferase reporter, viability-normalised;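 active means mean inhibition of at least 50% after viability correction, with every replicate also passing that limit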;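 further: firefly luciferase signal divided by Alamar Blue viability fluorescence both relative to DMSO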
PGC1a acetyl inh: PGC1a acetylation modulation, inhibitor mode; inhibition, % at 15.6 µM; 350,000 compounds, 0.17% hits; U2OS PGC1a acetylation, AlphaScreen anti-acetyl-lysine; with virally co-expressed GCN5 acetyltransferase; AID 651687;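 active means every replicate shows inhibition of at least 40%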;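 further: 0% = neutral control wells and 100% = positive control wells; some results beyond the cut were filed as inactive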
FN deposition inh: fibronectin deposition inhibition; AH1F fibroblasts, Alexa488-fibronectin deposition fluorescence, overnight; inhibition, % at 12.6 µM; 350,000 compounds, 0.086% hits; AID 743247;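 active means mean inhibition across replicates of 30% or more, regardless of how many single replicates reach that level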;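 further: positive control wells lacked labelled fibronectin entirely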
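test system = AH1F fibroblasts assembling fluorescent fibronectin matrix | quantity = 10000 AH1F cells per well | buffer or medium = DMEM plus 2% serum, read in PBS | doses = single dose, pinned | incubation = 1 h cell attachment, overnight exposure to compound and label | detection = fluorescence at 485 nm excitation, 525 nm emission | read-out basis = inhibition from reduced deposited-fibronectin fluorescence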
LGR2 antag: Drosophila LGR2 receptor signaling inhibition | HEK293 LGR2, CRE-luciferase, bursicon-stimulated, 4 h | inhibition, % at 9.99 µM | 380,000 compounds, 0.35% hits | AID 720647;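 active means drop in luminescence signal, shown as inhibition above about 50% in the replicate tests, limit read from the data, passing the limit was not always enough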;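 further: agonist challenge used bursicon conditioned medium at about half maximal strength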
ERAP1 HTS inh: inhibitors of human ERAP1 aminopeptidase; inhibition, % at 10.7 µM; 340,000 compounds, 0.15% hits; recombinant ERAP1, Leu-AMC fluorescence, 60 min;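 active means mean replicate inhibition of at least 30%, or all replicates individually reaching that 30% level; inactive means mean below 30% and not every replicate reaching it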;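 further: 0% = neutral control wells and 100% = L-leucinethiol positive control wells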
An asterisk follows results filed as active; . = no result given.

SMILES	PAX8 inh HTS	S100A4 inh HTS	PglD inh	EWS-Fli block	PGC1a acetyl inh	FN deposition inh	LGR2 antag	ERAP1 HTS inh
Cc1cccc(-c2ccc([C@H]3[C@@H](CO)N4CCCCN(S(=O)(=O)c5ccccc5C)C[C@@H]34)cc2)c1	-39	4	-2	-6	-1	.	17	-1
Cc1cc(C)nc(Nc2nc(C(N)Cc3ccccc3)cs2)n1 (centres undefined)	58	-22	-4	36	-27	-11	-17	-3
COc1ccccc1NC(=O)C(C)OC(=O)/C=C/c1ccc2ccccc2n1 (centres undefined)	-55	-4	.	18	.	7	-63	3
Cc1cc(C)n2nc(C(=O)Nc3ccc4c(c3)CCC4)nc2n1	-44	-3	6	-59	10	4	-46	3
Cc1ccc(NC(=O)CSc2ncccn2)cc1S(=O)(=O)N1CCOCC1	-4	0	0	-1	.	-1	-13	-1
CCN(C(=O)Cn1nc(C)n2c(cc3cc(C)ccc32)c1=O)c1ccccc1	-11	-9	1	.	8	-10	-4	1
O=C(CCN1CCN(c2ccccc2)CC1)NNC(=S)Nc1ccccc1Cl	-6	-1	.	4	.	-20	10	-1
CNC(=O)C[C@H]1CC[C@H]2[C@H](COc3ccc(NC(=O)Nc4ccccc4F)cc3C(=O)N2C)O1	1	-10	2	-2	-8	-10	-10	-3
COc1cccc(NCc2cc(=O)oc3cc(C)c(C(C)C)cc23)c1	-20	-2	-5	19	0	-12	-4	1
C[C@H]1CN([C@@H](C)CO)S(=O)(=O)c2ccc(C#CCN(C)C)cc2O[C@H]1CN(C)Cc1ccncc1	-3	-35	8	-6	5	.	1	1
O=C(C[C@@H]1C[C@H]2c3cc(NC(=O)C4CCC4)ccc3O[C@H]2[C@@H](CO)O1)NCCN1CCCCC1	-14	1	3	-1	1	-3	3	1
C[C@H](CO)N1C[C@H](C)[C@@H](CN(C)Cc2cccc3c2OCCCO3)OCc2ccccc2-c2ccccc2C1=O	-14	-55	-2	7	6	-8	-2	0
CC[N+]1(CC)CC2=Cc3c(ccc4ccccc34)C(C)C2C1 (centres undefined)	19	-1	2	0	0	-2	-5	2
CN(/N=C/c1ccncc1)c1cnc2ccccc2n1	-130	0	.	-43	0	8	-46	3
O=C(NCC1CCCO1)c1cc(-c2ccc(F)cc2)no1 (centres undefined)	-28	4	6	-67	6	7	-35	1
O=C(Nc1cccnc1)C1CCCN(S(=O)(=O)c2cccc3nsnc23)C1 (centres undefined)	-17	.	0	.	6	-11	.	.
COC(=O)c1ccc(CN2C(=O)c3ccccc3C2=O)cc1	8	-4	4	3	13	-7	-14	-3
COc1ccc(CN(C)C(C)C(=O)N(C)CC(=O)Nc2ccc(C)cc2)cc1F (centres undefined)	18	-2	-3	3	4	-5	16	1
C[C@@H]1CCCCO[C@@H](CN(C)S(=O)(=O)c2cccs2)[C@H](C)CN([C@@H](C)CO)C(=O)c2cc(NC(=O)CCCN(C)C)ccc2O1	.	5	0	-3	1	.	-2	1
Cc1ccc2oc(=O)c3cnn(CC(=O)NCCN(C)C)c3c2c1	-8	2	1	-1	1	4	0	1
CN(C(=O)COC(=O)c1cc(S(=O)(=O)N2CCOCC2)c(Cl)cc1Cl)C1CCS(=O)(=O)C1 (centres undefined)	-12	-3	-2	5	-4	-4	-7	0
Cc1nc(SCC(=O)N2CCN(c3ccccc3)CC2)n[nH]1	9	0	2	5	.	-5	2	-2
CC(C)CSc1nc2ccccc2n1CC(=O)O	-7	4	0	4	5	-5	-32	-1
CCn1nc(C)cc1C(=O)n1nc(C)c(Sc2ncccn2)c1C	-16	-5	.	-3	.	6	1	-3
CO[C@@H]1CN(C)C(=O)c2ccc(NC(=O)C3CCOCC3)cc2OC[C@@H](C)N(Cc2cccnc2)C[C@@H]1C	.	-15	.	-11	2	-1	-15	-1
C[C@H](CO)N1C[C@H](C)[C@@H](CN(C)Cc2ccncc2)Oc2ncc(C#Cc3ccccn3)cc2C1=O	.	28	-3	-1	-15	-1	-3	-2
C[C@H]1CN([C@@H](C)CO)C(=O)Cc2cc(NS(=O)(=O)c3cccs3)ccc2O[C@@H]1CN(C)C(=O)Nc1cccc2ccccc12	29	.	1	7	-6	.	18	.
Cc1ncsc1C(=O)Nc1nc2c(s1)CCCC2	.	5	0	-79	12	.	.	8
COc1ccc(NC(=S)N2CCc3ccccc32)cc1OC	-93	5	2	-93	3	6	-12	-1
CC1=C(C(=O)N2CCOCC2)CC(CC(=O)NCC2CCCCC2)C(=O)N1Cc1ccc(C(C)(C)C)cc1 (centres undefined)	0	-3	1	11	-11	.	10	0
O=[N+]([O-])c1cccc(-c2ccc(SCc3ccccn3)nn2)c1	-90	3	3	-75	-6	10	-132	-1
Cc1ccc(N(CC(=O)NC2CCCC2)C(=O)CNC(=O)c2cccs2)cc1F	9	0	4	8	-7	-1	-16	-4
CCCCC1=NN(C(=O)c2ccncc2)C(O)(C(F)(F)F)C1 (centres undefined)	6	-1	0	4	6	-8	14	0
COC(=O)C1CCN(C2CC(=O)N(c3cc(C)cc(C)c3)C2=O)CC1 (centres undefined)	-4	2	.	-25	.	.	15	-3
O=C(Cc1cccc(NC(=O)C2CCCN(C(=O)c3ccccc3)C2)c1)Nc1cccc(C(=O)N2CCCCC2)c1 (centres undefined)	3	-16	1	-8	-3	-1	-6	0
O=C(COC(=O)c1ccc(Cl)nc1)Nc1ncc(Cl)cc1Cl	-19	-2	.	2	.	-6	13	6
Cc1ccccc1CN(c1ccc(C(=O)N/N=C/c2ccc(OCC(N)=O)cc2)cc1)S(C)(=O)=O	2	-6	.	-12	.	1	6	1
CCCc1cc(=O)oc2c(C)c(OCC(=O)NCCCn3ccnc3)ccc12	10	-2	-10	8	2	9	-5	4
Cn1c(=O)oc2cc(S(=O)(=O)N3CCN(Cc4ccc5c(c4)OCO5)CC3)ccc21	.	0	-1	.	.	0	-6	-1
CC1=C(C)CC(C(=O)Nc2nc(C)cs2)C(C(=O)O)C1 (centres undefined)	22	-12	3	7	6	-2	-11	-1
NC(=O)c1ccsc1NC(=O)COC(=O)Cc1ccc(F)cc1	19	3	-2	-5	0	-5	-7	1
O/N=C/c1cc(Br)ccc1OCc1ccccc1F	-50	.	-5	.	-11	-5	.	.
C[C@H]1CCCCO[C@H](CN(C)Cc2ccc3c(c2)OCO3)[C@@H](C)CN([C@@H](C)CO)C(=O)c2cc(NC(=O)C3CCCCC3)ccc2O1	-7	-1	2	11	.	.	-8	-1
Nc1ccn(C2OC(CO)C(O)C2O)c(=O)n1 (centres undefined)	.	0	-5	39	3	.	.	0
O=C(NCc1ccc(Cl)cc1)c1ccc2ccccc2n1	-11	4	-6	-26	-8	0	11	4
COc1cc(CN2CC3(CN(C(=O)Nc4cccc(F)c4)C3)c3c(n(C)c4cc(OC)ccc34)[C@H]2CO)cc(OC)c1	.	5	.	2	-3	.	20	-3
O=C(Nc1cccc(-c2nc3ccccc3[nH]2)c1)c1ccccn1	-15	-5	11	-34	.	4	3	1
C[C@@H]1CN([C@H](C)CO)C(=O)c2cc(NS(=O)(=O)c3ccc(F)cc3)ccc2O[C@@H]1CN(C)C(=O)Nc1cccc2ccccc12	.	-8	-1	3	-4	.	12	1
CC1CCCC(NC(=O)CCS(=O)(=O)c2ccc3c(c2)NC(=O)CS3)C1C (centres undefined)	20	0	0	1	-2	1	-9	3
C=CCC1(NC(C)c2ccccc2)CCCCC1 (centres undefined)	6	-2	.	-1	.	1	-3	2
CC(C)(C)c1ccc(S(=O)(=O)N2CCSC2)cc1	4	.	2	.	-15	-5	1	.
c1ccc(-n2cnc3ccccc32)cc1	-63	4	.	-16	14	-1	4	-1
Cc1ccc(-c2csc3nc4ccc(C(=O)NCCO)cc4c(=O)n23)cc1	-2	.	-1	-9	.	-9	0	.
CC(C)C#Cc1ccc([C@@H]2[C@@H](CO)N3CCCCN(C(=O)Nc4ccccc4)C[C@@H]23)cc1	18	1	1	4	-5	.	8	3
COc1ccc(N2C(=O)c3[nH]nc(-c4ccccc4)c3C2c2ccc(Br)cc2)cc1 (centres undefined)	17	-7	.	4	.	5	2	0
O=C(Cn1cnc([N+](=O)[O-])c1)Nc1ccc(F)c(Cl)c1	8	-3	2	3	-2	1	-20	-3
Nc1nc(SCc2ccc(Cl)cc2Cl)nc2nc3c(cc12)CCCC3	8	-2	.	19	.	-6	.	1
CCCNC(=O)N(C)C[C@@H]1Oc2ncc(C#CCc3ccccc3)cc2C(=O)N([C@@H](C)CO)C[C@@H]1C	0	-10	-1	-4	-7	.	.	-1
Cc1noc(C)c1NC(=O)Nc1ccc2c(c1)C(=O)N([C@H](C)CO)C[C@@H](C)[C@H](CN(C)C(=O)Nc1ccc3c(c1)OCO3)OCCCC[C@@H](C)O2	.	-9	1	-2	-3	-2	-7	-1
CN(Cc1ccccc1)C(=O)c1cccc(NC(=O)Cc2ccc(NC(=O)C3CCN(C(=O)C4CC4)CC3)cc2)c1	10	-6	-1	-5	-3	3	-10	-2

The list continues.
SMILES	PAX8 inh HTS	S100A4 inh HTS	PglD inh	EWS-Fli block	PGC1a acetyl inh	FN deposition inh	LGR2 antag	ERAP1 HTS inh
Nc1ccc(-c2nc3cc([N+](=O)[O-])ccc3o2)cc1	-167	2	-3	-87	-2	-9	-76	3
CC(=O)c1sc(NC(=O)c2ccc3c(c2)OCO3)nc1C	-202	5	3	.	-2	-2	-47	-2
COCCN1CCC(CO)C1 (centres undefined)	-7	2	.	-7	.	.	30	-4
CC=Cc1ccc2n(c1=O)C[C@H]1[C@H](CO)[C@@H](C(=O)NC3CCCCC3)N(C(=O)C3CC3)[C@@H]21 (mixture of isomers)	.	-4	-1	6	.	.	-9	2

Laid out differently: entries from further up.
mol: C[C@@H]1CN([C@H](C)CO)C(=O)c2cc(NS(=O)(=O)c3ccc(F)cc3)ccc2O[C@@H]1CN(C)C(=O)Nc1cccc2ccccc12
- PAX8 inh HTS = .
- S100A4 inh HTS = -8
- PglD inh = -1
- EWS-Fli block = 3
- PGC1a acetyl inh = -4
- FN deposition inh = .
- LGR2 antag = 12
- ERAP1 HTS inh = 1
mol: Cc1cc(C)n2nc(C(=O)Nc3ccc4c(c3)CCC4)nc2n1
- PAX8 inh HTS = -44
- S100A4 inh HTS = -3
- PglD inh = 6
- EWS-Fli block = -59
- PGC1a acetyl inh = 10
- FN deposition inh = 4
- LGR2 antag = -46
- ERAP1 HTS inh = 3

Screening data from PubChem.
